COUP-TFII inh = NR2F2 transcriptional activity inhibitors, primary screen, cell-based, luciferase reporter, HEK293T, luminescence. hit rate 0.7% among 370,000. inhibition, % at 8.6 µM. AID 686940, 2013. HEK293T NGFI-A luciferase reporter;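 active = inhibition above a per-plate cutoff, mean inhibition of test wells between control levels plus 3 SD, cut at about 38% in these data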;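 note: cells cotransfected with COUP-TFII expression vector driving the NGFI-A reporter; 0% = median of COUP-TF2 test wells and 100% = reporter-only cells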
SRC3 inh = SRC3 coactivator transcriptional activity inhibitors, primary screen, cell-based, luminescence; Nuclear receptor coactivator 3 (Homo sapiens), Q9Y6Q9; hit rate 0.17% among 360,000; HEK293 GAL4-SRC3 luciferase reporter; inhibition, % at 3.6 µM;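 active = inhibition above a per-campaign cutoff, the mean of all compounds plus 3 SD, cut at about 60% in these data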;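 note: 0% = DMSO-treated cells and 100% = gossypol-treated cells at 36 µM; higher means less SRC3-driven luciferase light from the GAL4 reporter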
NCOA2 inhibitor = inhibition of GAL4-SRC2 driven luciferase reporter, primary screen, SRC2 inhibitor project, cell-based, luminescence | HEK293 GAL4-SRC2 luciferase reporter | inhibition, % at 9 µM | hit rate 0.17% among 370,000 | Nuclear receptor coactivator 2 (Homo sapiens), Q15596;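 active = inhibition above the mean inhibition of all tested compounds plus 3 SD, set per campaign, cut at about 52% in these data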;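 note: 0% = DMSO treated cells and 100% = cells given Gossypol at 36 µM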
EBV LMP1 NFkB = EBV LMP1-driven NF-kappaB luciferase reporter inhibitors, primary screen, cell-based, luminescence, single point; LMP1-induced NF-kappaB luciferase reporter cells; hit rate 0.69% among 350,000; inhibition, % at 12.5 µM; in the data active = inhibition above about 41%;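 note: 0% = neutral control wells and 100% = reference inhibitor control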
Vif inh = HIV Vif self-association inhibitors, primary screen, imaging, HEK293T, single point; HEK293T cells, Vif self-association by quenched fluorescence, 24 h; inhibition, % at 7.49 µM; hit rate 0.35% among 340,000; AID 602346, 2012; in the data active = inhibition above about 50%, passing the limit was not always enough; note: some results filed as inactive read as strong as hits
NOD2-RIPK2 inh = NOD2-RIPK2 binding disruptors in cells, primary screen, fluorescence, CHO cells, BLA complementation. hit rate 0.38% among 360,000. inhibition, % at 4.98 µM. Receptor-interacting serine/threonine-protein kinase 2 (Homo sapiens), O43353. CCF4 ratio. AID 624267, 2012; in the data active = inhibition above about 21%;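 note: 0% = vehicle only and 100% = reference blocker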
NR5A2 inv ag = LRH-1 (NR5A2) inverse agonists, primary screen, cell-based, luminescence, HEK293T, StAR-luciferase reporter. Nuclear receptor subfamily 5 group A member 2 (Homo sapiens), O00482. LRH-1 transfected, 24 h. inhibition, % at 3.6 µM. hit rate 0.13% among 360,000;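 active = inhibition above the mean inhibition of all tested compounds plus 3 SD, cut at about 73% in these data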;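 note: 0% = DMSO wells and 100% = reporter-only cells lacking LRH-1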
SRC1 inh = SRC1 coactivator transcriptional activity inhibitors, primary screen, cell-based, luminescence; Nuclear receptor coactivator 1 (Homo sapiens), Q15788; HEK293 GAL4-SRC1 luciferase reporter; inhibition, % at 3.6 µM; hit rate 0.12% among 360,000;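 active = inhibition above the campaign mean plus 3 SD, with each screening campaign given its own cutoff, cut at about 60% in these data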;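 note: 0% = DMSO treated cells and 100% = gossypol at 36 µM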
Target sequence (Q15788 whole entry, looked up, the tested form may be a part): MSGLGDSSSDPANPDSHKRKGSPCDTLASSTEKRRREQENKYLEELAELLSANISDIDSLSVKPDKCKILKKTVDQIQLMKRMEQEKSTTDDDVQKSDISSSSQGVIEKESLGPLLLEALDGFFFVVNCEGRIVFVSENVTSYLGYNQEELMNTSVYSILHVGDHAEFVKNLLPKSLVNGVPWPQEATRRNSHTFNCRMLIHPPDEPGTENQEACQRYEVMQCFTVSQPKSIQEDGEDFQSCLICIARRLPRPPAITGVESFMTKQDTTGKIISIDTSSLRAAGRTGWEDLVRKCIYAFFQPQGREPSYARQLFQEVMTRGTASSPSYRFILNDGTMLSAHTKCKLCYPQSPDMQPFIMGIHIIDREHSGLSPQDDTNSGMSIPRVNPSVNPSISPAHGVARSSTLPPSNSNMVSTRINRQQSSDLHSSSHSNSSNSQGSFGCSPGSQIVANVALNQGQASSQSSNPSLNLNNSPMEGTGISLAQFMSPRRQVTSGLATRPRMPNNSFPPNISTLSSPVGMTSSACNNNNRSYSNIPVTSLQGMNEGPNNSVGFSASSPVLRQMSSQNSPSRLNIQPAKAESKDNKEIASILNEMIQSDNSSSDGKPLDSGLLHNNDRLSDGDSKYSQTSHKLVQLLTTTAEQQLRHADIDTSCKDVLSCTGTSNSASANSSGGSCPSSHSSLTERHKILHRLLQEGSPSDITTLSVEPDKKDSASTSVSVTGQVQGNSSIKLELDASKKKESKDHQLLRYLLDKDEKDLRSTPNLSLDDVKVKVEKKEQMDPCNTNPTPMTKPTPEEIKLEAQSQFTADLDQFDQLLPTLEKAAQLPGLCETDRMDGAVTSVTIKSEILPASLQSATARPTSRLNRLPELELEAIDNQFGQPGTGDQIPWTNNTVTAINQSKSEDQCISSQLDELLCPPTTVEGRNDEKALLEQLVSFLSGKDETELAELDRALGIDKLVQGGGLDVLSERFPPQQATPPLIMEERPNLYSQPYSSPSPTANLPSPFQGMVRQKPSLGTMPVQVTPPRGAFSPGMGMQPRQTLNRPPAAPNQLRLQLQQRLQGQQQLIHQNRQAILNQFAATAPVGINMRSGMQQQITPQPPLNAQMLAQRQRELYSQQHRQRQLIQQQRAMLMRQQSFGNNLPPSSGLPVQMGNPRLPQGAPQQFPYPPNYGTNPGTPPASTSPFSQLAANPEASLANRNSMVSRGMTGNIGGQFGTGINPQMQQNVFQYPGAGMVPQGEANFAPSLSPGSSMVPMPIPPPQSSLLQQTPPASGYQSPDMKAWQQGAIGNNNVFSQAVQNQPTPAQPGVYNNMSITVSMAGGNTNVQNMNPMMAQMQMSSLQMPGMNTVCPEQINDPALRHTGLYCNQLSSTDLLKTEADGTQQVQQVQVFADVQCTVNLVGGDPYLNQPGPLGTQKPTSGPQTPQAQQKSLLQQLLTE
TRAIL sens C8 = viability loss with TRAIL in NB7+C8 cells, primary screen, TRAIL sensitizer project, cell-based, ATPlite luminescence; inhibition (viability loss, TRAIL sensitization), % at 10 µM; hit rate 1% among 360,000; AID 624354, 2012;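 active = compounds causing at least 50% loss of cell viability in the single-dose screen, relative to plate controls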
TLR9-MyD88 block = inhibitors of TLR9-MyD88 association in cells, primary screen, cell-based, CHO, BLA complementation, fluorescence; AID 504734, 2011; hit rate 0.21% among 340,000; Toll-like receptor 9 (Homo sapiens) + Myeloid differentiation primary response protein …; inhibition, % at 4.98 µM; CCF4 FRET ratio;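 active = inhibition above the mean over all tested compounds plus 3 SD, cut at about 21% in these data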;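 note: 0% = DMSO only wells and 100% = clavulanate BLA inhibitor control wells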
TROY signal inh = inhibitors of TROY-driven NF-kB signaling, primary screen, Q293 LMP1-TROYcd cells, NF-kB luciferase, uHTS; inhibition, % at 10 µM; Q293 LMP1-TROYcd NF-kB luciferase reporter, 4 h; hit rate 0.98% among 360,000;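 active = compounds whose plate-normalised and pattern-corrected inhibition of the luciferase reporter signal at the single screening dose is 50% or more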
The depositor's hits bear a star; . = no result given. This is a subset; count on the stated rates, not on these rows.

SMILES | COUP-TFII inh | SRC3 inh | NCOA2 inhibitor | EBV LMP1 NFkB | Vif inh | NOD2-RIPK2 inh | NR5A2 inv ag | SRC1 inh | TRAIL sens C8 | TLR9-MyD88 block | TROY signal inh
CC/C(=N\NC(=S)Nc1cc(C)ccc1C)c1ccc(OC(F)F)cc1 | 6 | 8 | 5 | 18 | -7 | -5 | 22 | -9 | 3 | -2 | 12
CC(C)C(=O)Nc1nnc(-c2ccccc2)o1 | -71 | -13 | -33 | -3 | 20 | 7 | -16 | -9 | 4 | 2 | -12
NC(=O)c1ccsc1NC(=O)CCS(=O)(=O)c1ccc(F)cc1 | -10 | -30 | 10 | 11 | -6 | -13 | 14 | 8 | 12 | 7 | -25
Cc1ccccc1C(=O)OCCN1CCOCC1 | -11 | 10 | -14 | 2 | 4 | 4 | -39 | -35 | -4 | -8 | -43
CN1CCN(S(=O)(=O)c2ccc(-c3ccccc3)cc2)CC1 | -8 | 0 | -4 | -2 | -4 | 4 | 0 | -24 | 27 | 2 | 13
COc1cc(C2Nc3ccccc3C(=O)N2c2ccc3c(c2)OCCO3)ccc1OCC(C)C (stereo not drawn) | -19 | -68 | -26 | 26 | 5 | -14 | -135 | -73 | 55* | -4 | 24
COc1cc(/C=C/C(=O)OCC(=O)c2c(N)n(C)c(=O)n(C)c2=O)ccc1OCC#N | -3 | 20 | 14 | 7 | -1 | 1 | 38 | 5 | -21 | -19 | 31
Cc1cc(C)c(S(C)(=O)=O)c(NN)n1 | -7 | 4 | -39 | -3 | 1 | 1 | -3 | -6 | -7 | 1 | -1
COc1ccc(C2C(C#N)=C(N)Oc3cc(O)ccc32)cc1OC (stereo not drawn) | 4 | 16 | -16 | 4 | 14 | -2 | 16 | 0 | -2 | 2 | -5
O=C(CCc1nnc2ccc(N3CCOCC3)nn12)Nc1ccc(F)cc1F | 2 | -6 | -6 | -4 | -5 | 8 | -5 | -40 | 6 | 1 | -5
CS(=O)(=O)Nc1cccc(-c2cn3ccccc3n2)c1 | -8 | -18 | -41 | -12 | 1 | -6 | -19 | -30 | 2 | -6 | -34
CC(=O)Nc1ccc(S(=O)(=O)NC(C)C(=O)NC(C)c2ccccc2)cc1 (stereo not drawn) | -9 | -4 | -12 | 0 | 12 | -10 | 5 | 3 | 9 | -9 | -3
Cc1ccccc1OCCOC(=O)c1cc(S(=O)(=O)N2CCOCC2)ccc1C | -12 | -14 | 2 | -8 | 10 | 2 | 8 | 15 | 6 | -4 | -5
CCNS(=O)(=O)c1ccc(NC(=O)Nc2cccc(OC)c2)cc1 | -16 | 6 | -4 | -11 | 15 | -5 | 1 | -4 | 4 | 1 | -18
CCc1nnc(NC(=O)CN2CCN(Cc3cccc(F)c3)CC2)s1 | -14 | 21 | -36 | -3 | -4 | -2 | 19 | 4 | 27 | -3 | -11
O=C(O)c1csc(-c2ccc(Cl)cc2)n1 | 9 | 20 | -18 | -3 | 8 | -6 | 6 | 15 | -7 | 12 | 4
COc1ccc(NC(=O)CSc2nccn2-c2cccc(OC)c2)cc1 | -2 | 9 | -17 | -4 | -5 | -5 | 6 | -3 | -24 | 2 | 2
O=c1oc2c(O)cccc2cc1-c1nc2ccccc2[nH]1 | -26 | -111 | -70 | 8 | 19 | 58* | -168 | -135 | 69* | 54* | -15
O=C(Oc1cc(=O)oc2c1c(=O)n1c3c(cccc23)CC1)c1ccc(F)cc1 | 20 | -10 | 0 | . | 2 | -10 | 2 | 4 | -16 | . | -2
O=C(CSc1nnc(-c2ccc(Cl)cc2Cl)n1C1CCCCC1)NC1CCS(=O)(=O)C1 (stereo not drawn) | -1 | 5 | -17 | -16 | 5 | -6 | 11 | -2 | -1 | -20 | 4
CC1C(C#N)=C(N)OC2=C1C(=O)CC(C)(C)C2 (stereo not drawn) | -5 | 4 | 5 | 6 | -1 | -2 | -33 | -94 | -21 | 0 | 12
CNC(=S)N(CCO)Cc1cc2cc3c(cc2[nH]c1=O)OCO3 | -23 | -9 | -6 | 0 | -12 | -3 | 9 | -32 | 10 | 7 | -3
CCC(=O)c1ccc(OCC(=O)O)c(OC)c1 | 6 | 0 | -3 | -1 | 0 | -2 | -9 | -5 | -2 | -25 | -13
CC[C@@H]1CCCCc2ccccc2[C@H](C(=O)C[C@H](O)CC(C)=O)OC1=O | 7 | -15 | -21 | 4 | -2 | 2 | 9 | -15 | -4 | 10 | -11
Cc1ccc(S(=O)(=O)CCSc2cccc(C(=O)O)c2)cc1 | 5 | 0 | 6 | 6 | 7 | -13 | -4 | -19 | -8 | 11 | -13

(cont.)
SMILES | COUP-TFII inh | SRC3 inh | NCOA2 inhibitor | EBV LMP1 NFkB | Vif inh | NOD2-RIPK2 inh | NR5A2 inv ag | SRC1 inh | TRAIL sens C8 | TLR9-MyD88 block | TROY signal inh
Cc1cc(=O)oc(C)c1C(=O)N[C@@H]1CCCCNC1=O | 2 | 4 | 2 | 0 | 0 | -14 | -8 | 4 | -23 | -9 | -1
COc1ccc(N(C(=O)c2ccco2)C(C(=O)NC2CCCC2)c2ccc(OC)c(OC)c2)cc1 (stereo not drawn) | 5 | -16 | 15 | -3 | -9 | -5 | 16 | 21 | 12 | 2 | 5
Cc1ccc(S(=O)(=O)N(CCC#N)CCN2CCCC2)cc1 | 5 | -5 | -18 | -10 | -1 | -6 | 0 | -12 | -4 | 3 | 9
CCN(CC)Cc1c(O)c(Cl)cc2c(C)cc(=O)oc12 | 13 | 8 | -1 | 13 | 5 | -16 | -1 | -18 | -6 | -12 | -4
COc1ccc(C(=O)n2nc(C)cc2C)cc1Br | 12 | 6 | -36 | 4 | 0 | -4 | 2 | -9 | 6 | 5 | -13
CCN(CC(=O)NC1CCS(=O)(=O)C1)S(=O)(=O)c1ccc(C)cc1C (stereo not drawn) | 1 | -6 | -14 | -2 | 7 | -6 | -12 | -7 | 21 | 8 | 9
CC(C)NC(=O)C1CC(=O)N(c2ccc(F)c(Cl)c2)C1 (stereo not drawn) | 1 | 10 | -9 | 2 | 2 | 10 | -26 | -21 | 4 | -6 | 15
Cc1ccc(S(=O)(=O)N[C@H](C(=O)N2CCC3(O)CCCCC3C2)c2ccccc2)cc1 (stereo partly drawn) | 10 | 8 | 8 | -2 | -7 | -9 | -1 | 6 | 4 | 8 | 5
O=C(c1ccco1)c1cc2c(ccc3ccccc32)oc1=O | 1 | -24 | -8 | 6 | -3 | -10 | -1 | -8 | 1 | 2 | 0
CC(=O)Nc1ccc(S(=O)(=O)Nc2ncccn2)cc1 | -1 | 3 | 1 | 2 | -1 | -5 | -3 | -21 | 7 | 1 | -2
O=C(Nc1cccc(NC(=O)c2cccs2)c1)c1ccc([N+](=O)[O-])o1 | -1 | 3 | 6 | -57 | . | -2 | 38 | -4 | 34 | 3 | 12
CCOC(=O)Nc1cc(N)ncn1 | -4 | -2 | -9 | 5 | 12 | 4 | 2 | 2 | -18 | 0 | -1
Cc1cc(C)[n+](-c2ccc(F)cc2)c2[nH]c(=O)[nH]c(=O)c12 | -11 | -8 | -10 | 6 | -3 | -12 | 4 | -2 | 1 | 1 | -7
Cc1ccc(-n2nc(C)c3onc(C)c3c2=O)cc1 | -16 | -2 | -8 | 1 | -5 | 11 | -1 | -5 | -7 | 3 | -14
COc1ccc(Br)cc1CNC(=O)CCC(=O)N1CCSc2ccccc21 | 6 | 5 | -21 | -5 | . | -6 | 10 | 12 | -1 | 3 | -4
O=C1CCC(=O)c2ccc3c4c(ccc1c24)CC3 | -7 | -2 | -6 | 4 | 1 | -8 | 9 | 1 | -7 | -10 | 6
COC(=O)CNC(=O)c1ccc(=O)oc1 | -5 | -38 | 0 | -1 | 5 | 5 | 3 | 4 | 1 | -9 | 6
CCn1c(SCC(=O)NC2CCCC2)nc2c1c(=O)n(C)c(=O)n2C | 5 | -10 | 11 | -6 | 9 | -4 | -3 | -4 | -5 | 2 | 4
COc1cccc(NC2=C(C#N)C(=O)NC(c3cccc(OC)c3O)S2)c1 (stereo not drawn) | -3 | -2 | -2 | -2 | 9 | -7 | 11 | 0 | 11 | 6 | -12
O=[N+]([O-])c1cc2c(cc1Br)-c1ccccc1C2 | -28 | -15 | -23 | -4 | 15 | -10 | 2 | -15 | 1 | 6 | -16
Cc1c(NC(=O)CSc2nnnn2Cc2ccccc2)c(=O)n(-c2ccccc2)n1C | -1 | -5 | -4 | -20 | 5 | 4 | 13 | -17 | -8 | 1 | -3
Nc1nc(SCc2c(F)cccc2Cl)[nH]c(=O)c1-c1ccccc1 | -11 | 7 | 4 | 7 | 2 | -8 | -2 | -2 | -2 | 4 | -16
COc1ccc(CCN(Cc2cc3cc(C)ccc3[nH]c2=O)C(=O)N2CCCC2)cc1OC | 4 | -6 | -21 | -7 | -2 | 3 | 23 | -8 | -3 | -11 | 6
COc1cccc(C(=O)Nc2ccc3c(c2)OCO3)c1OC | -26 | -66 | -44 | -9 | -11 | -2 | -59 | -81 | 29 | 7 | -31
O=C1NC[C@@H](CCCCN2C[C@H](Cc3ccc(O)cc3)N(CCc3ccc(O)cc3)C(=O)C2=O)N(Cc2ccccc2)C1=O | 1 | . | -16 | . | . | -7 | 18 | . | -6 | . | -3
COc1ccccc1NS(=O)(=O)c1cccc(C(=O)NNC(=O)C(NC(N)=O)C(C)C)c1 (stereo not drawn) | -3 | -2 | -9 | -14 | -2 | 1 | -21 | -11 | -26 | -5 | -2
C=CCc1ccccc1OCC(O)Cn1ccnc1C (stereo not drawn) | -10 | -8 | -16 | 3 | -3 | 0 | 12 | 14 | -2 | 4 | -5
Cc1cccc(C(=O)NNC2=CC(=O)CC(C)(C)C2)c1O | -10 | 0 | -2 | -7 | -4 | 0 | -3 | -1 | 5 | 2 | -10

Exported with tabs: part of the list above
SMILES	COUP-TFII inh	SRC3 inh	NCOA2 inhibitor	EBV LMP1 NFkB	Vif inh	NOD2-RIPK2 inh	NR5A2 inv ag	SRC1 inh	TRAIL sens C8	TLR9-MyD88 block	TROY signal inh
CC[C@@H]1CCCCc2ccccc2[C@H](C(=O)C[C@H](O)CC(C)=O)OC1=O	7	-15	-21	4	-2	2	9	-15	-4	10	-11
Cc1ccc(S(=O)(=O)CCSc2cccc(C(=O)O)c2)cc1	5	0	6	6	7	-13	-4	-19	-8	11	-13
Cc1cc(=O)oc(C)c1C(=O)N[C@@H]1CCCCNC1=O	2	4	2	0	0	-14	-8	4	-23	-9	-1
COc1ccc(N(C(=O)c2ccco2)C(C(=O)NC2CCCC2)c2ccc(OC)c(OC)c2)cc1 (stereo not drawn)	5	-16	15	-3	-9	-5	16	21	12	2	5

Source: PubChem (several laboratories)
